RBX1-CUL1 inh = blocks human RBX1-Cullin-1 di-ubiquitin formation; P62877+Q13616; in vitro K48 di-Ub FRET, acceptor:donor ratio, 45 min; inhibition, % at 10 µM; 140,000 tested, 0.6% active; AID 1347404; in the data active = inhibition above about 25%
Target sequence (P62877 whole entry, looked up): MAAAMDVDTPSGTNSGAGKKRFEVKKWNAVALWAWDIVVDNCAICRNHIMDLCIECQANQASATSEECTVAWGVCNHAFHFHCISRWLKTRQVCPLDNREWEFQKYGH
Target sequence (Q13616 whole entry, looked up): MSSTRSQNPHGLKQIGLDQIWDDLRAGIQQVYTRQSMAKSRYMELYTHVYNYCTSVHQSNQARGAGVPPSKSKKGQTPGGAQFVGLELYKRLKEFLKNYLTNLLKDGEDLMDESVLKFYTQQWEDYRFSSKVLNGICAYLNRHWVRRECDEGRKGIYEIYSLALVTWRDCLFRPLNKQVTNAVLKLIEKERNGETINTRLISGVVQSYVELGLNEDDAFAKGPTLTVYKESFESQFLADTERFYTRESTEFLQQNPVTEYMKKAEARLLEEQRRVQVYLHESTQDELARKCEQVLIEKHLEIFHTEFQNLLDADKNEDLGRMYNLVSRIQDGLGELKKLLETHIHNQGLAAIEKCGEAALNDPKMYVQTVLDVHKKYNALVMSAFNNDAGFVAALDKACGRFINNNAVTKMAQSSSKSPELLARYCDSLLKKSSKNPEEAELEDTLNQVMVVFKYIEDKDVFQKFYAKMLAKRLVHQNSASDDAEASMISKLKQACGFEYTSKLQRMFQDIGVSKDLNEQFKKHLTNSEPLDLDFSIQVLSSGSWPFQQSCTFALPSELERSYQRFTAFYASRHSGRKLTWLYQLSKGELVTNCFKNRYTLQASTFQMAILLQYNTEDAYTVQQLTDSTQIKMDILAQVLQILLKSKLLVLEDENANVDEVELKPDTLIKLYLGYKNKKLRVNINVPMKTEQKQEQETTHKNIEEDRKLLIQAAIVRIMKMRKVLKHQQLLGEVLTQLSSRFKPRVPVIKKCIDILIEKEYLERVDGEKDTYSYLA
* hit, by the source's call. Only part of the results is shown; count on the stated rates, not on these rows.

RBX1-CUL1 inh | smiles
-20.4 | Cc1ccc(NC(=O)CSc2nc(-c3ccc4c(c3)OCO4)ccc2C#N)c(Br)c1
-9.7 | O=C([O-])CC[n+]1c2ccccc2n2nc3c(cc21)c1cccc2cccc3c21
-5.5 | Cc1ccc(NC(=O)CSc2cn(CC(=O)N3CCCC3)c3ccccc23)cc1Cl
0.7 | COc1ccc(NC(=O)c2oc3ccccc3c2NC(=O)Cc2coc3ccc(C)cc23)cc1
-8.1 | CCOCCOC(=O)C1C(C)=NC(=O)NC1c1ccccc1OCC (configuration not stated)
-11.3 | Cn1c(=O)c2[nH]c(N3CCN(C/C=C/c4ccccc4)CC3)nc2n(C)c1=O
-4.3 | Cc1cccc2c1-c1sc(C(=O)N(C)c3cccc(Cl)c3)cc1CO2
4.6 | c1ccc(COc2cccc(C3Oc4ccccc4C4CC(c5ccccc5)=NN43)c2)cc1 (configuration not stated)
5.7 | COCC(=O)N1CCC(n2c(C3CCCO3)nc3cc(C(F)(F)F)ccc32)CC1 (configuration not stated)
-0.7 | CC(C)C1=Nn2c(nnc2-c2ccccc2)SC1
10.2 | CCCCOC(=O)c1cccc(NC(=O)COc2ccc3c(C)cc(=O)oc3c2)c1
5.5 | O=C(CSc1nc2ccccc2n1Cc1ccc(F)cc1)N1CCN(c2ccc(F)cc2)CC1
9.6 | CCOc1ccc(S(=O)(=O)NCCOC)cc1
2.0 | COc1ccccc1/C=C/C(=O)c1ccccc1
-10.7 | Cc1ccc(C(=O)Nc2cccc(C3Nc4ccc5ccccc5c4C4C=CCC43)c2)cc1 (configuration not stated)
-2.7 | Cc1ccc(NC(=O)CN2C(=O)C(c3ccc(F)cc3)=NC23CCCCC3)c(C)c1
2.8 | S=c1[nH]nc(-c2ccccc2)s1
3.4 | CCC1NC(=O)c2ccccc2N1c1ccc(Cl)cc1 (configuration not stated)
-1.8 | CC(C)NC(=O)c1cccc(Br)c1
-2.3 | Cc1cccc(NS(=O)(=O)c2ccc(N3C(=O)c4ccc([N+](=O)[O-])c5c([N+](=O)[O-])ccc(c45)C3=O)cc2)c1
-1.1 | O=C(Nc1c(Cl)cccc1Cl)c1cc(-c2ccc3c(c2)OCO3)on1
-4.7 | Cn1c(=O)n(C)c2cc(N3CCOCC3)c(NC(=O)c3ccccc3Br)cc21
-1.8 | CCOc1cc(-c2cc(-c3ccc(C)c(C)c3)nc(N)c2C#N)ccc1O
0.3 | COc1ccc(C(CNC(=O)COc2ccc(Cl)c(C)c2)N2CCOCC2)cc1 (configuration not stated)
1.3 | Cc1cc(Br)ccc1NC(=O)c1sc2ncn(Cc3ccccc3Cl)c(=O)c2c1C
-3.1 | COC(=O)CCCC(=O)NC1CCCN(C2CCCCCC2)C1 (configuration not stated)
4.8 | Cc1cc(OCC(=O)NC(C)c2ccccc2)ccc1C(C)C (configuration not stated)
3.3 | Cc1ccc(-n2nc(C)c3c(C)c(CCC(=O)NCc4cccc(Cl)c4)c(C)nc32)cc1C
7.0 | Cc1ccc(C)c(NC(=O)c2ccc(CN3CCCC3)cc2)c1
4.4 | O=C(c1[nH]c2ccccc2c1Sc1ccc(Cl)cc1)N1CCCCC1

Ordered by value in RBX1-CUL1 inh (falling): some entries from above.
RBX1-CUL1 inh | smiles
10.2 | CCCCOC(=O)c1cccc(NC(=O)COc2ccc3c(C)cc(=O)oc3c2)c1
4.8 | Cc1cc(OCC(=O)NC(C)c2ccccc2)ccc1C(C)C (configuration not stated)
2.8 | S=c1[nH]nc(-c2ccccc2)s1
-5.5 | Cc1ccc(NC(=O)CSc2cn(CC(=O)N3CCCC3)c3ccccc23)cc1Cl
-11.3 | Cn1c(=O)c2[nH]c(N3CCN(C/C=C/c4ccccc4)CC3)nc2n(C)c1=O

Returning to the listing, repeating the 6 entries before the break.
RBX1-CUL1 inh | smiles
1.3 | Cc1cc(Br)ccc1NC(=O)c1sc2ncn(Cc3ccccc3Cl)c(=O)c2c1C
-3.1 | COC(=O)CCCC(=O)NC1CCCN(C2CCCCCC2)C1 (configuration not stated)
4.8 | Cc1cc(OCC(=O)NC(C)c2ccccc2)ccc1C(C)C (configuration not stated)
3.3 | Cc1ccc(-n2nc(C)c3c(C)c(CCC(=O)NCc4cccc(Cl)c4)c(C)nc32)cc1C
7.0 | Cc1ccc(C)c(NC(=O)c2ccc(CN3CCCC3)cc2)c1
4.4 | O=C(c1[nH]c2ccccc2c1Sc1ccc(Cl)cc1)N1CCCCC1
4.1 | Cc1cc(C)c2nc3s/c(=C/c4cccs4)c(=O)n3c2c1
3.0 | CNC(=O)c1nc2ccccc2[nH]c1=O
-11.3 | Cc1ccc(SCC(=O)Nc2cccc(Br)c2)cc1
-17.4 | CCN(CC)S(=O)(=O)c1cccc(C(=O)Nc2sc3c(c2C#N)CCC(C)C3)c1 (configuration not stated)
1.9 | CCCC(=O)Nc1ccc2nc(SCC(=O)N3CCN(c4ccccc4)CC3)sc2c1
3.1 | O=C(Nc1ccc(Cl)cc1)Nc1ccc(S(=O)(=O)N2CCCCCC2)cc1
-6.4 | CCc1nn(CC(=O)N2CCN(c3cccc(OC)c3)CC2)c(=O)c2cc3occc3n12
-1.4 | Cc1ccccc1CC(C1CCN(C(=O)/C=C/c2ccccc2)CC1)N(C)C(=O)Cn1cccn1 (configuration not stated)
-4.8 | COc1ccc(CCNC(=O)CCCn2nc(C)c3sc4ccccc4c3c2=O)c(OC)c1
2.5 | O=C(Nc1ccn(Cc2ccccc2Cl)n1)c1ccc(Cl)c(Cl)c1
-4.1 | CCN(CCCNC(=O)c1nn(-c2ccc(OC)cc2)c(=O)c2c1c1ccccc1n2C)c1cccc(C)c1
-0.3 | CC(C)c1cc(C(=O)N/N=C/c2ccc3c(c2)OCO3)c(O)c(C(C)C)c1
-6.4 | CCOc1cc(C2c3ccc(O)cc3OC(=N)C2C(=O)OC)ccc1OCc1ccc2ccccc2c1 (configuration not stated)
7.3 | CC(C)S(=O)(=O)N1C[C@H]2OC(=O)N(CCc3ccc(F)cc3)[C@H]2C1
-6.0 | COc1cccc(CNS(=O)(=O)c2c(C)nc3scc(C)n3c2=O)c1
-0.3 | Cc1cccc(-c2nc3c4ccccc4nc(N4CCN(c5ccccc5F)CC4)n3n2)c1
10.9 | CC1=CC=CN2C1=NC(C(F)(F)F)(C(F)(F)F)N=C2c1ccc(Cl)cc1
4.1 | CSc1nc2ccc(S(=O)(=O)N=C3C(=O)N(c4ccccc4)N(C)C3C)cc2s1 (configuration not stated)
-5.1 | CCOC(=O)c1sc2c(c1N)CCCC2
-1.3 | CN(C)c1cnn(CC(=O)NC(c2ccccn2)C(F)(F)F)c(=O)c1 (configuration not stated)
0.8 | Cc1ccc(N=Nc2c(-c3ccccc3)[nH]oc2=O)cc1
-3.4 | CCc1nc2sc3c(c2c(=O)n1N)CC(C)(C)OC3
-3.6 | CN(C)c1ccc(NC(=O)Cn2c(SCc3ccc(F)cc3)nc3cccnc32)cc1
-0.5 | Cn1cc(CN2CCC3(CCCN(CC(C)(C)C)C3)C2)cn1 (configuration not stated)
-6.4 | CCCC(C)NC(=O)COc1ccccc1 (configuration not stated)
-5.5 | COc1cccc(C(=O)N2CCCCC2CCN2CCCCC2)c1 (configuration not stated)
-6.5 | COC(=O)C1C(C)=NC(=O)NC1c1ccccc1OC(F)F (configuration not stated)
-8.3 | CCOc1ccc(-c2c(C)nn3c(C)c(C(=O)NCc4cccc(OC)c4)cnc23)cc1OCC
0.2 | COc1cc2c(cc1NC(=O)CC13CC4CC(C1)CC(c1c(C)noc1C)(C4)C3)oc1ccccc12
-16.1 | Cc1cccc(-c2cc(C(=O)Nc3ccccc3NC(=O)c3cc(-c4cccc(C)c4)nc4ccccc34)c3ccccc3n2)c1

Filtered by structure, those above containing a CF3 group (three)
RBX1-CUL1 inh | smiles
5.7 | COCC(=O)N1CCC(n2c(C3CCCO3)nc3cc(C(F)(F)F)ccc32)CC1 (configuration not stated)
10.9 | CC1=CC=CN2C1=NC(C(F)(F)F)(C(F)(F)F)N=C2c1ccc(Cl)cc1
-1.3 | CN(C)c1cnn(CC(=O)NC(c2ccccn2)C(F)(F)F)c(=O)c1 (configuration not stated)

Later entries:
RBX1-CUL1 inh | smiles
0.7 | CC(CNC(=O)Cn1nnnc1CN1CCCC1)Oc1cccnc1 (configuration not stated)
3.7 | FC(F)(F)c1nnc2n1N=C(c1ccc(-c3ccccc3)cc1)CS2
3.4 | CCCCN=C1N/C(=C\c2ccccc2)C(=O)N1c1cccc(Cl)c1
-2.5 | CCCN1C(=O)C(C(=O)NNS(=O)(=O)c2ccc(N)cc2)C(=O)c2ccccc21 (configuration not stated)
4.5 | Cc1cc(C)n2nc(CNC(=O)c3ccc(Cl)cc3)nc2n1
-9.1 | Cc1cc(NC(=O)C2CCC(CNS(=O)(=O)c3ccc(Br)s3)CC2)ccc1Br (configuration not stated)
89.9* | CCOC(=O)C1=C(C)N=c2s/c(=C/c3ccc(C(=O)O)cc3)c(=O)n2C1c1ccc(C(C)C)cc1 (configuration not stated)
-2.3 | COc1cccc(CNC(=O)C2C(=O)N=C3C=CC=CN3C2=O)c1 (configuration not stated)
-0.9 | Cc1cc(Nc2cc(Cl)ccc2C)n2nc(Cc3ccccc3)nc2n1
5.0 | Cc1ccc2c(c1)NC(C)(C)c1ssc(=Nc3ccc(C)c(C)c3)c1-2
2.3 | O=C1CCCN1CC(CN1CCCCC1)Sc1nc2ccccc2c(=O)[nH]1 (configuration not stated)
4.8 | CCOc1cc(/C=C2/C(=N)N3C=CSC3=NC2=O)cc(Cl)c1OC(=O)c1cccs1
11.7 | COCc1ccc(C(=O)N2CCCC(C(=O)c3cc(F)ccc3F)C2)s1 (configuration not stated)
-5.9 | Cn1cc(CN2CCCC(CCc3ccc(F)cc3F)C2)cn1 (configuration not stated)
-0.8 | O=C(O)CCC(=O)Nc1ccc(N2CCN(c3ccccc3)CC2)cc1
-3.6 | CCN(CC)C(=O)C12CC3CCC1(C)C3(C)CO2 (configuration not stated)
6.3 | COCCCn1c(-c2ccc(S(=O)(=O)N3CCOCC3)cc2)csc1=Nc1ccccc1
-6.8 | Cc1cccc(NC(=O)c2ccc3snnc3c2)c1
-8.1 | COc1ccc(-c2nc3n(n2)C(=O)CC(c2cccc(F)c2)S3)cc1 (configuration not stated)
-7.2 | CC(=O)OCCCN1c2ccccc2Nc2cc(-c3ccccc3)nnc21
2.3 | N#Cc1ccccc1NC(=O)Cn1cnc2ccc(I)cc2c1=O
5.4 | CN1CCCCC1CCNC(=O)c1ccc(NC2CC2)nc1 (configuration not stated)
-0.5 | O=C(Cn1c(O)c(C=C2C=Nc3ccc(Br)cc32)sc1=O)N1CCCC1
5.3 | O=[N+]([O-])c1cc(-c2nc(-c3ccccc3)no2)ccc1NCCc1ccccc1
5.2 | O=C(Nc1sc2c(c1C(=O)Nc1ccccc1)CCC2)c1ccccc1Cl
-0.7 | O=C(c1ccco1)N1CCN(Cc2nc3ccccc3c(=O)n2-c2ccc(F)cc2)CC1
-4.0 | C=C(C)Cn1c(SCc2ccccc2)nc2scc(-c3ccc(Cl)cc3)c2c1=O
2.1 | O=C(Cn1cnc2ccc(Cl)cc2c1=O)c1cccs1
1.7 | CCN(Cc1nccn1C)C(=O)c1ccc(OCC2(C)CCCNC2)nc1 (configuration not stated)
8.8 | CN1C(=O)/C(=C/c2ccc[nH]2)N(C)C1=S

(listing goes on)
RBX1-CUL1 inh | smiles
-7.4 | CCN1CCN(c2ccc(C(=O)OC)cc2NC(=O)C(C)(C)C)CC1
-4.3 | O=S(=O)(c1ccccc1)c1nc(-c2ccc(F)cc2)oc1N1CCCCCC1
10.3 | CC(C)NC(=O)Nc1nccc2ccccc12
5.5 | CC1=CC(C)(C)N(S(=O)(=O)c2ccc(Cl)cc2)c2ccccc21
-2.5 | CC(C)Cc1nc2cc(NS(=O)(=O)N(C)C)cc(C(=O)NCC(C)Oc3cccnc3)c2n1C (configuration not stated)
-10.3 | CCC(Sc1nc(-c2ccc(F)cc2)nc2c1Cc1c(CO)cnc(C)c1O2)C(=O)Nc1ccc(F)cc1 (configuration not stated)
5.9 | CCC(C)Oc1ccc(C(=O)N(CC)c2ccccc2)cc1 (configuration not stated)
-0.3 | COc1cccc2oc(=O)c(/C(C)=N/N=C3\SC(=Nc4ccccc4)C(=Nc4ccccc4)N3c3ccccc3)cc12
-5.2 | CC1CCCC(C(=O)O)N1C(=O)CCSC(=O)c1ccccc1 (configuration not stated)
5.5 | Cc1cccc(CNC(=O)CC2C(=O)NCCN2C)c1 (configuration not stated)
6.2 | Cn1ncc(N2CCC(CNC(=O)CCn3cccn3)C2)cc1=O (configuration not stated)
-7.6 | CC1CCCCN1C(=O)CSc1c2c(nc3cc(Cl)ccc13)CCCC2 (configuration not stated)
1.8 | COc1cc(S(=O)(=O)NCCc2c(C)[nH]c3ccccc23)c(C)cc1C
-17.1 | C=CCn1c(SCC(=O)NCc2ccccc2)nnc1C(NC(=O)c1ccccc1)C(C)C (configuration not stated)
11.7 | COC(=O)c1ccc(S(=O)(=O)N2CCC(C)CC2)cc1
-1.4 | CCN1CCN(C(=O)c2cc3c(=O)n4ccccc4nc3n2Cc2ccccc2)CC1
-5.7 | O=C(NC1(C(F)(F)F)NC(=O)N(c2ccc(OC(F)(F)F)cc2)C1=O)c1ccc(F)cc1 (configuration not stated)
5.9 | COc1ccc(-c2nc(SC3CCc4ccccc4NC3=O)n[nH]2)cc1 (configuration not stated)
-9.2 | O=C(Nc1ccc(OCc2cc(=O)n3ccsc3n2)cc1)c1ccc(F)cc1
0.1 | COc1ccc(C(=O)N2CCOCC2)cc1S(=O)(=O)N1CCCCC1
-5.4 | COc1ccc(C(=O)COC(=O)c2ccc(N3C(=O)C4C5c6ccccc6C(Br)(c6ccccc65)C4C3=O)cc2)cc1 (configuration not stated)
4.1 | O=C(CCc1ccc2c(c1)OCO2)NCCN1Cc2ccccc2OC(c2ccsc2)C1 (configuration not stated)
1.4 | CCCN1CCN(C(=O)C(C)Oc2cc(C)ccc2Cl)CC1 (configuration not stated)
-6.5 | CC(C)CC(=O)Nc1ccnn1C1CCN(C2CSCCSC2)CC1
-5.5 | Cc1cccc(NC(=O)CSc2ccc(-c3sc(-c4ccccc4)nc3C)nn2)c1C

Screens: PubChem BioAssay, Icahn School of Medicine at Mount Sinai
